Screens deposited in PubChem BioAssay by National Center for Advancing Translational Sciences (NCATS).
FBPA coupling cs = qHTS Assay for Inhibitors of Fructose-1,6-bisphosphate Aldolase from Giardia Lamblia: Coupling assay counterscreen | coupling enzyme system counterscreen, AmpLite Red fluorescence | activity change, negative = inhibition, % at 58.2 µM, hits read low | 0.67% of 290,000 active | AID 2472, 2010; in the data active = activity change below about -30%; also: % is scaled to controls: 0 for no effect and ±100 for the full control effect
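Fluorescence at 525 nm excitation and 598 nm emission measured inhibition of the coupled detection system without aldolase. Compounds (at 57.5 uM final) were preincubated 10 min at room temperature with coupling enzyme reagent before a 20 min substrate/AmpLite Red step.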
KCNH2 WT inh = qHTS for Inhibitors of KCHN2 3.1: Wildtype qHTS; Voltage-gated inwardly rectifying potassium channel KCNH2 (Homo sapiens), Q12809; U2OS, BacMam KCNH2, thallium flux FluxOr; stronger effect = lower value; activity change, % at 1.84 µM; 0.37% of 340,000 active; AID 720551, 2013;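 active = maximum activity change below -70%; inconclusive = maximum activity change between -70% and -50%; inactive = maximum activity change above -50%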; also: % is scaled to controls: 0 for no effect and ±100 for the full control effect
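U2OS cells were transduced with wild-type KCNH2 virus (2.03 x 10^8 / mL) for 4 h at room temperature, then cultured overnight at 37 C. Thallium flux was read with FluxOr dye. Rate constants were normalized to DMSO controls.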
KCNH2 3.1 inh = qHTS for Inhibitors of KCHN2 3.1: Mutant qHTS. 0.95% of 340,000 active. U2OS KCNH2 3.1, thallium flux FluxOr; stronger effect = lower value. AID 720553, 2013. activity change, % (tested at about 1.8 µM);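 active = maximum activity change below -70%; inconclusive = maximum activity change from -70% to -50%; inactive = maximum activity change above -50%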;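 also: thallium influx rate constant from kinetic fluorescence after stimulation buffer; % is scaled to controls: 0 for no effect and ±100 for the full control effect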
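Kinetic fluorescence (2 min after stimulation buffer) measures Tl+ influx through KCNH2 3.1 expressed by viral transduction in U2OS cells; the rate constant is normalized against DMSO controls serving as positive and negative references.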
MBNL1-CUG inh = qHTS Assay for Inhibitors of MBNL1-poly(CUG) RNA binding; Muscleblind-like protein 1 (Homo sapiens), Q9NR56; TR-FRET MBNL1-His/biotin-(CUG)12 binding, 665/545 ratio; Potency, µM (top dose mostly 57.5 µM), for inactives: at the top dose activity change, negative = inhibition, usual class: inhibitors; 0.036% of 280,000 active; AID 2675, 2010; active = well fitted inhibition curve with a large enough effect in the signal ratio, with a control signal flat, not every such curve was filed as active; inconclusive = small, poorly fitted or top-dose-only effect, or effect the other way, or a change in a side signal; inactive = no such curve, though single readings can be large or run the other way; the % refers to the signal ratio; also: potency is read from the fitted curve at half-maximal effect; % is scaled to controls: 0 for no effect and ±100 for the full control effect
Target sequence (Q9NR56 whole entry, looked up): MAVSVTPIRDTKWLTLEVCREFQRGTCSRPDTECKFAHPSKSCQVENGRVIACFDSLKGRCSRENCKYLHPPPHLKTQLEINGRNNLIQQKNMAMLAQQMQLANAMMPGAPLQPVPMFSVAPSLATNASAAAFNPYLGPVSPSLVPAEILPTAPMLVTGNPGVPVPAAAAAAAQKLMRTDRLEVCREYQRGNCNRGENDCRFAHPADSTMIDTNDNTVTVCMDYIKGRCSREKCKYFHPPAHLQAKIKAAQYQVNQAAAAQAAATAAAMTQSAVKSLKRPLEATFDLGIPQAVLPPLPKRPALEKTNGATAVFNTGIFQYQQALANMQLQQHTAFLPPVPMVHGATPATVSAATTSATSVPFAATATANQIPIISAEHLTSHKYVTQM
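Inhibition of protein-RNA binding appears as loss of TR-FRET between terbium anti-His antibody on MBNL1-His and streptavidin-XL665 on biotin-(CUG)12. Activity is normalized to buffer-only and uninhibited-complex controls.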
ASM inhibitor = Inhibitors of Secretory Acid Sphingomyelinase (S-ASM): qHTS. Sphingomyelin phosphodiesterase (Homo sapiens), P17405. placental ASM, HMU-PC fluorogenic substrate, 60 min. Potency, µM (titrated, usually from 57.5 µM), for the others: at the highest dose activity change, negative = inhibition, hits mostly inhibitors. 0.006% of 340,000 active. AID 504937, 2011; also: potency is read from the fitted curve at half-maximal effect
Target sequence (P17405 47-631 limits assumed): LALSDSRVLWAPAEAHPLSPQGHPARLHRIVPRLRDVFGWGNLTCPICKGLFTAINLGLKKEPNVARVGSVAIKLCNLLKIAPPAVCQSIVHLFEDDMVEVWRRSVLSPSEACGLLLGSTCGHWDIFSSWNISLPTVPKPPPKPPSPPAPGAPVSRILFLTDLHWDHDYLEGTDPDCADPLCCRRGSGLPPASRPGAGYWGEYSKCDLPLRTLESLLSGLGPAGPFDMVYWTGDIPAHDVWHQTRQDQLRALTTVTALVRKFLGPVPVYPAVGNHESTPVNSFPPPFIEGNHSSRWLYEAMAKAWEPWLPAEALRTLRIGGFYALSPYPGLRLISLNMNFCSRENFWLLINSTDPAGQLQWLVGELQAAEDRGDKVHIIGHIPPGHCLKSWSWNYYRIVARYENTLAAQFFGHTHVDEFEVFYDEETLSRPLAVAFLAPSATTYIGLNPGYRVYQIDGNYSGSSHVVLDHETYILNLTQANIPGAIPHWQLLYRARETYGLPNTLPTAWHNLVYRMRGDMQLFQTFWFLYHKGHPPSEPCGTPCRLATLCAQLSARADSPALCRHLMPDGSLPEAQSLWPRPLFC
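Human placenta-derived ASM enzyme was preincubated with compound for 10 minutes at room temperature, then given fluorogenic substrate HMU-PC0 (9 uM final) for 60 minutes at 37 °C; a pH 10 stop preceded fluorescence reading at Ex 386/Em 447 nm.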
AT treatment = qHTS Assay for Identifying a Potential Treatment of Ataxia-Telangiectasia; […] A-T fibroblasts, KAP-1 phosphorylation AlphaLISA; neocarzinostatin DNA damage 30 min before lysis; Potency, µM (series often up to 57.5 µM), for inactives: at the top dose activation, most hits filed as activators; 0.19% of 320,000 active; AID 485349, 2010; also: potency is read from the fitted curve at half-maximal effect; % of control where 0% means no effect; nearly all actives have a fitted effect of over 45% in size
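hTERT-immortalized A-T patient fibroblasts ([…]), 500 cells/well in OPTI-MEM, 1% FBS, got compounds for 60 min, then NCS for 30 min at 37C. Lysates were then assayed for phospho-KAP-1 by AlphaLISA (anti-pKAP1 donor, anti-KAP1 acceptor beads), 6 hr at 25C.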
MLL CXXC-DNA inh = qHTS Fluorescence Polarization Assay for Inhibitors of MLL CXXC domain - DNA interaction | Histone-lysine N-methyltransferase 2A (Homo sapiens), Q03164 | MLL-CXXC / FITC-HOXA9 DNA fluorescence polarization | Potency, µM (titrated, usually from 115 µM), for inactives: top-dose activity change, negative = inhibition, actives largely listed as inhibitors | 0.037% of 290,000 active; active = well fitted inhibition curve with a large enough effect in the polarisation, with a control signal flat, not every such curve was filed as active; inconclusive = small, poorly fitted or top-dose-only effect, or effect the other way, or a change in a side signal; inactive = no such curve, though single readings can be large or run the other way; the % refers to the polarisation; also: potency is read from the fitted curve at half-maximal effect
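Steps: dispense CXXC domain solution (7 uM) → pin compounds or unlabeled HOX-A9 DNA control → 5 min ambient → add FLSN-HOX-A9 solution (50 nM) → spin → 30 min ambient → fluorescence polarization. Tris pH 7.5/NaCl/DTT/BSA buffer.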
Integrin act MD = qHTS for Activators of Integrin-Mediated Alleviation for Muscular Dystrophy; 0.064% of 350,000 active; Potency, µM (titrated, usually from 38.3 µM), for inactives: at the top dose activation, most hits filed as activators; alpha7betagal myoblasts, beta-gal FDG fluorescence, 48 h;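 also: potency is read from the fitted curve at half-maximal effect; 100% = response of the positive control SU9516; nearly all actives have a fitted effect of over 60% in size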
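Alpha7betagal+/- myoblasts (passage 13) were plated 16-24 hr, then exposed to compounds (1:260 dilution of DMSO stock) for 48 hours at 37C. After MPER lysis, β-galactosidase reporter activity was read as FDG fluorescence (ex 480/em 540) after 30 minutes.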
GALK inhibitor = qHTS Assay for Inhibitors of Human Galactokinase (GALK); Purified GALK, Kinase-Glo residual ATP luminescence; Potency, µM (highest dose often 57.5 µM), inactives show top-dose activity change, negative = inhibition, usual class: inhibitors; 0.007% of 270,000 active; AID 1868, 2009; also: potency is read from the fitted curve at half-maximal effect; % is scaled to controls: 0 for no effect and ±100 for the full control effect
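The enzyme phosphorylates galactose (100 uM) using ATP (35 uM); inhibition is detected as higher residual ATP, quantified by bioluminescence after 1 h reaction at room temperature, pH 8.0.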
TRPV1 agonist = HTS Assay for Compounds that Act as Agonists of the Vanilloid Receptor 1; activation, % at 8.33 µM; 0.19% of 320,000 active; TRPV1-expressing cells, Fluo-8 calcium influx, agonist mode; in the data active = activation above about 80%; inconclusive = between about 30% and that limit; also: 0% is about no effect
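TRPV1-expressing cells were cultured overnight at 35.5C and loaded with Fluo-8 calcium dye for 40 to 90 min at room temperature. After a 10 s baseline, compound was added and calcium influx was read kinetically for 3 min (ex 480/em 520 nm).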
* marks the source's active call; other numbers are inactive results; ? = inconclusive; nt = not tested or not shown; [ ] = remark or other dose. Unless noted, calls follow the shape of the dose curve; as a rule, active = well fitted curve in the direction sought with a large enough effect; inconclusive = small, poorly fitted or top-dose-only effect, or another doubt; inactive = no such curve, though single readings can be large; an effect the other way counts as inactive or inconclusive.

SMILES	FBPA coupling cs	KCNH2 WT inh	KCNH2 3.1 inh	MBNL1-CUG inh	ASM inhibitor	AT treatment	MLL CXXC-DNA inh	Integrin act MD	GALK inhibitor	TRPV1 agonist
CCC(=O)NC(=S)Nc1ccc(NC(=O)COc2ccc(Cl)cc2Cl)cc1	2.2	-0.2	-11.8	43.9%[activator]	-0.1%	7.2%	41.9%[activator]	32.4%	-1.8%	-4.2
C[C@H](NC(=O)[C@H](Cc1ccccc1)n1c(=O)[nH]c2ccccc2c1=O)C(=O)N1CCC(C(=O)O)CC1	1.1	2.0	-1.2	-1.1%	11.5%	1.3%	-3.5%	0.0%	nt	-3.2
Cn1c(N2CCOCC2)c(C=O)c2ccccc21	-2.4	-7.4	4.7	-0.9%	3.8%	2.3%	-5.7%	2.4%	-2.9%	4.7
CCOC(=O)N1CCN(S(=O)(=O)c2ccc([N+](=O)[O-])cc2)CC1	3.3	6.1	17.5	?	2.1%	2.6%	3.7%	14.9%	0.1%	8.2
CC(C)c1ccc(/C=N/NC(=O)c2ccc(-n3cnnn3)cc2)cc1	nt	-6.0	-24.2	nt	-3.2%	9.1%	nt	0.0%	nt	?
CCOC(=O)C1(N(CC)CC)Sc2cc(C)ccc2NC1=O (configuration not stated)	nt	-5.5	-2.9	-14.1%	-3.4%	3.8%	0.4%	-32.1%	1.0%	22.4
O=c1[nH]c2ccc(S(=O)(=O)N3CCN(Cc4ccccc4)CC3)cc2[nH]c1=O	5.4	-0.9	4.5	-11.4%	1.3%	3.6%	5.2%	-5.9%	-2.9%	-6.2
O=C(COC(=O)c1ccc[nH]c1=O)NCCC1=CCCCC1	nt	-6.2	9.6	nt	2.5%	0.2%	nt	-11.5%	nt	nt
O=S(=O)(c1ccccc1)c1ccccc1/C=N\O	3.4	-10.3	22.2	-4.2%	1.6%	-3.1%	9.8%	-1.1%	3.6%	1.4
C[C@@H]1CN([C@@H](C)CO)C(=O)c2cccc(NC(=O)Nc3ccc4c(c3)OCO4)c2O[C@H]1CN(C)S(=O)(=O)c1cn(C)cn1	nt	-15.2	-5.1	nt	-2.2%	?	nt	-1.3%	nt	nt
CC(=O)Nc1cccc(NC(=O)c2cc(-c3ccccn3)nc3ccc(Cl)cc23)c1	-1.1	-4.6	-3.3	16.0%	nt	3.8%	3.8%	10.0%	7.8%	-1.1
O=S(=O)(NC1CCSc2ccccc21)c1ccc(Cl)nc1 (configuration not stated)	0.7	-22.6	-2.5	-6.5%	-1.1%	2.7%	-3.4%	30.3%	-0.8%	-2.8
O=C(CSc1ccc2nnc(-c3ccccc3)n2n1)NCC1CCCO1 (configuration not stated)	-0.5	7.4	-2.0	0.8%	1.4%	5.7%	-8.1%	-4.6%	0.3%	-0.7
CC(C)=CCSc1nnc(CCNC(=O)OC(C)(C)C)o1	1.4	1.9	4.0	6.6%	-0.3%	-0.9%	-4.0%	-22.8%	-2.0%	-6.6
C=CCN1c2ccc(Br)cc2C(=O)CS1(=O)=O	nt	-11.0	10.5	nt	1.3%	6.1%	nt	33.4%	nt	2.6
CCOC(=O)c1cnc(SC)nc1N	0.9	-2.8	13.9	-6.5%	-1.6%	-7.4%	0.8%	13.0%	0.4%	3.0
CCOc1ncccc1C(=O)Nc1ccc(C)cn1	nt	0.2	-5.3	1.6%	0.7%	1.8%	-0.2%	3.4%	-2.6%	8.6
CCN(c1ccccc1)S(=O)(=O)c1cccc(C(=O)NCCOc2ccccc2OC)c1	nt	9.2	-15.4	nt	-1.9%	-0.1%	nt	-24.6%	nt	13.2
CCc1ccc(CN(C)C(=O)CCc2nnc(-c3ccc(-c4ccccc4)cc3)o2)nc1	2.5	-16.2	-25.7	-7.2%	-12.4%	1.4%	-5.2%	-59.2%[inhibitor]	1.6%	1.9
Cc1c(C(=O)N2CCN(c3ccc(F)cc3)CC2)sc2nc3n(c(=O)c12)CCC3	1.1	-1.5	-4.7	-2.9%	1.7%	1.6%	-1.8%	17.6%	5.1%	0.7
O=C(c1ccccc1)N1CCN2C(=O)c3ccccc3C12c1ccc(Cl)cc1 (configuration not stated)	-0.5	3.1	-2.8	-0.8%	-8.1%	5.8%	11.3%	10.7%	-4.0%	8.2
Fc1cccc(Cl)c1COc1ccc(-c2nnco2)cc1	5.8	-5.2	49.0	3.3%	-0.2%	4.4%	0.5%	-9.1%	3.4%	8.2
CCC(C)(C(=O)NC1CCCC1)N(Cc1cccs1)C(=O)Cc1cccs1 (configuration not stated)	0.5	-10.9	-33.5	0.3%	5.1%	-6.1%	-4.2%	4.8%	-0.4%	4.2
CCn1c(C)c(C(C)=O)c(N2CCN(c3ccc(OC)cc3)CC2)nc1=S	-13.5	-4.9	-12.6	?	-2.3%	-3.1%	?	-6.5%	-0.8%	1.2
O=C(COc1ccccc1Cl)Nc1nnc(S(=O)(=O)N2CCCCCC2)s1	0.0	0.6	7.2	-4.1%	-4.6%	4.1%	-7.6%	8.6%	nt	-1.6
CCN(CC)CCn1c2c(c(SCC(=O)Nc3cc(C)ccc3C)nc1=O)CCC2	nt	19.9	-2.0	nt	2.3%	4.8%	nt	-29.3%	nt	-0.4
CCCC(=O)C1=C(O)C(C(=O)OC)C(C)(C)CC1=Nc1ccncc1 (configuration not stated)	0.2	-25.1	1.1	-1.5%	-1.1%	nt	10.7%	2.9%	-0.8%	-1.1
O=C(Nc1n[nH]c(C(F)(F)F)n1)C1CC1	0.4	-3.0	10.8	3.9%	-0.4%	-3.3%	-10.2%	9.3%	-0.5%	-1.9
Cc1ccccc1-n1nc(SCC(=O)O)sc1=S	14.7	4.7	-2.6	-7.5%	4.9%	-2.9%	3.3%	-22.1%	-3.4%	-0.8
CC(C)Cc1c(O)nc(SCCN2CCOCC2)[nH]c1=O	-1.6	-8.6	3.2	-3.0%	-0.4%	7.5%	22.4%	-3.2%	2.0%	0.3
COCCN(Cc1ccccc1)C(=O)c1ccc2c(=O)n3c(nc2c1)CCC3	nt	0.8	3.5	nt	nt	2.3%	nt	-11.1%	nt	-1.6
CN(C)C(=O)N1CCC(C(=O)N2CCCC(C(=O)c3cccc4ccccc34)C2)CC1 (configuration not stated)	1.3	0.2	-2.8	1.7%	0.2%	-1.0%	5.4%	-3.1%	3.1%	22.8
Cc1ncsc1C(=O)N1N=C2/C(=C/c3ccc(N4CCOCC4)cc3)CCCC2C1c1ccc(N2CCOCC2)cc1 (configuration not stated)	-0.7	-14.7	-4.1	2.5%	-5.3%	-1.3%	37.9%[activator]	4.4%	2.2%	1.2
O=C1C(=O)N(CCCn2ccnc2)C(c2ccc(Br)cc2)/C1=C(\O)c1ccc2c(c1)OCCO2 (configuration not stated)	nt	0.6	-3.5	1.8%	-0.5%	2.2%	16.4%	39.3%	5.8%	29.5
COc1ccc(NC(=O)c2ccc3c(c2)C(=O)N(CC2CCCO2)C3=O)cc1O (configuration not stated)	0.1	5.4	-7.6	?	-0.6%	9.9%	0.4%	0.0%	-4.8%	?
CCc1cc(=O)oc2cc(C)cc(OCC(C)=O)c12	5.1	1.5	-3.8	-20.6%	7.7%	16.5%	1.3%	31.5%	-4.6%	-0.8
CSc1ncccc1C(=O)NCC(c1cccs1)N1CCOCC1 (configuration not stated)	nt	3.2	17.7	nt	3.4%	-5.1%	nt	3.8%	nt	1.2
CCCC(=O)C1=C(O)C(c2cccc(Oc3ccccc3)c2)CCC1=O (configuration not stated)	11.4	-1.9	3.7	-3.8%	-9.8%	-1.9%	7.6%	8.1%	4.5%	5.8
CCCn1c(SCC(=O)Nc2c(C)cccc2CC)nnc1C(C)C	0.1	-0.5	-8.3	-1.9%	-0.6%	-0.6%	-4.6%	-4.5%	0.2%	-1.3
CCn1c(CNc2nc(-c3ccccc3)cs2)nnc1SCC(=O)NCc1ccccc1	8.5	1.7	8.8	1.2%	-8.5%	-1.9%	-8.0%	-6.8%	-3.7%	1.7
